HTT aggregate: mutant huntingtin aggregation inhibition; AID 1688; PC12 HttQ103-GFP aggregates, Acumen cytometry, 40 h; hit rate 1.1% among 220,000; Potency, µM (highest dose often 46.1 µM), for inactives: top-dose activity change, negative = inhibition, hits mostly inhibitors; note: % is set by controls: 0 for no effect and ±100 for the full control effect; nearly all actives have a fitted effect of over 60% in size
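Using laser scanning cytometry, GFP-positive aggregates were counted after lysis of PC12 cells induced with 100 nM tebufenozide to express HTT exon 1 Q103–GFP. Compounds were tested in titration.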
SMN2 splice up: increases expression of the SMN2 splice variant | HEK293 SMN2-luciferase splicing reporter, luminescence, 30-36 h | Potency, µM (highest dose often 46.1 µM), for the others: at the top dose activity change, positive = activation, usual class: activators | hit rate 2.8% among 210,000; note: % of control where 0% means no effect; nearly all actives have a fitted effect of over 55% in size
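qHTS luciferase splicing reporter: luminescence rises when SMN2 exon 7 is included in transfected HEK293 cells. Compound exposure lasted 30-36 h at 37C, with 4.5 mM final sodium butyrate as control, followed by a ONE-Glo read.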
KDM4E inh: JMJD2E (human) inhibition; B2RXH2; JMJD2E catalytic domain, FDH-coupled NADH fluorescence (FDH is formaldehyde dehydrogenase); Potency, µM (highest dose often 57.1 µM), for inactives: at the top dose activity change, negative = inhibition, hits mostly inhibitors; hit rate 1.6% among 230,000; active = well fitted inhibition curve with a large enough effect, not every such curve was filed as active; inconclusive = small, poorly fitted or top-dose-only effect, or another doubt; inactive = no such curve, though single readings can be large or run the other way;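 note: 0% = wells with enzyme and -100% = buffer wells without enzyme; nearly all actives have a fitted effect of over 50% in size; many of its hits are not listed in these tables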
Target sequence (B2RXH2 1-337 limits assumed): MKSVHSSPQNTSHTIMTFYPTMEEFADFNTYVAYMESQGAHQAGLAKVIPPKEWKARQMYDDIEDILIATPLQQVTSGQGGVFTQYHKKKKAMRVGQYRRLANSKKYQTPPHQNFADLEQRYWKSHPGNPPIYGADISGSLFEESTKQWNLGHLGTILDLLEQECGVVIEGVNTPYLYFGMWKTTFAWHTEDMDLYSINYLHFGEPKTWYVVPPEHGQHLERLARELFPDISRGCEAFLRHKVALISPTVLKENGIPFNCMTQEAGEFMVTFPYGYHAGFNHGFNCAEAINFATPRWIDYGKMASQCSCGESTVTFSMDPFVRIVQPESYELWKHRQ
HTT cytoprotect: protects HTT-Q103 PC12 cells, measured by ATP | hit rate 0.14% among 230,000 | PC12 HTT-Q103 induced, cytoprotection, ATP luminescence, 40 h | AID 1471 | Potency, µM (doses to about 56.4 µM), for the others: cytoprotection (ATP increase), hits mostly activators;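 note: % of control where 0% means no effect; nearly all actives have a fitted effect of over 45% in size; toxic huntingtin expression switched on by the ecdysone agonist tebufenozide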
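PC12 cells stably carrying ecdysone-inducible Htt exon 1 (Q103)–GFP were induced with 100 nM tebufenozide (final) alongside library compounds in a dose series. Cytoprotection was scored as retained ATP by ATPlite luminescence.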
Tau fluor cs: counter-screen for tau fibril formation inhibitors; hit rate 0.93% among 280,000; tau K18 P301L Alexa594 fluorescence, heparin fibrillization; Potency, µM (top dose mostly 57.7 µM), without a hit: at the top dose activity change, negative = decrease; note: % is set by controls: 0 for no effect and ±100 for the full control effect; nearly all actives have a fitted effect of over 55% in size
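Human tau K18 P301L (15 uM unlabeled, 0.24 uM Alexa 594-labeled) in 100 mM sodium acetate pH 7 with 20 uM heparin, 6 hr at 37 C. ThT 30 uM added, 1 hr ambient; Alexa 594 FP and total fluorescence read at 555/632 nm.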
Tau fibril ThT: blocks human tau fibril formation measured by thioflavin T. Potency, µM (series often up to 57.4 µM), inactives show at the highest dose activity, negative = inhibition, hits mostly inhibitors. P10636. recombinant tau K18 P301L (four-repeat tau fragment), heparin-induced fibrillization, ThT fluorescence. AID 1460. hit rate 2.1% among 270,000; note: % is set by controls: 0 for no effect and ±100 for the full control effect; nearly all actives have a fitted effect of over 55% in size
Target sequence (P10636 561-689 P618L limits assumed): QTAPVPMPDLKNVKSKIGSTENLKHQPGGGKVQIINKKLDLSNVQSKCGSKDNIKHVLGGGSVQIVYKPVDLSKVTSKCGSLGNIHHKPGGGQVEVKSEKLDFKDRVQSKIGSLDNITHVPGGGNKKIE
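In this qHTS, human K18 P301L tau is incubated with compound and heparin for 6 hr at 37 C, and Thioflavin T fluorescence then reports fibril load.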
Tau fibril FP: blocks human tau fibril formation measured by polarization; P10636; K18 P301L tau heparin fibrillization, Alexa594 FP, 6 h; Potency, µM (series often up to 57.7 µM), without a hit: top-dose activity, negative = inhibition, most hits filed as inhibitors; hit rate 0.39% among 280,000; note: % is set by controls: 0 for no effect and ±100 for the full control effect; nearly all actives have a fitted effect of over 55% in size
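Steps: dispense K18 P301L tau (15 uM plus 0.24 uM Alexa 594 tracer, final) in pH 7 sodium acetate; add compound; add heparin (20 uM final); incubate 6 hr, 37 C; add ThT (30 uM final); after 1 hr ambient, read FP.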
ALDH1A1 inh: ALDH1A1 (human) enzyme inhibition | Purified ALDH1A1, NADH fluorescence, propionaldehyde substrate | Potency, µM (highest dose often 75.3 µM), for the others: at the top dose activity, negative = inhibition, hits mostly inhibitors | hit rate 7.3% among 220,000; active = well fitted inhibition curve with a large enough effect, not every such curve was filed as active; inconclusive = small, poorly fitted or top-dose-only effect, or another doubt; inactive = no such curve, though single readings can be large or run the other way;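 note: plate controls were no enzyme wells and a reference inhibitor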
Target sequence (P00352 whole entry, looked up): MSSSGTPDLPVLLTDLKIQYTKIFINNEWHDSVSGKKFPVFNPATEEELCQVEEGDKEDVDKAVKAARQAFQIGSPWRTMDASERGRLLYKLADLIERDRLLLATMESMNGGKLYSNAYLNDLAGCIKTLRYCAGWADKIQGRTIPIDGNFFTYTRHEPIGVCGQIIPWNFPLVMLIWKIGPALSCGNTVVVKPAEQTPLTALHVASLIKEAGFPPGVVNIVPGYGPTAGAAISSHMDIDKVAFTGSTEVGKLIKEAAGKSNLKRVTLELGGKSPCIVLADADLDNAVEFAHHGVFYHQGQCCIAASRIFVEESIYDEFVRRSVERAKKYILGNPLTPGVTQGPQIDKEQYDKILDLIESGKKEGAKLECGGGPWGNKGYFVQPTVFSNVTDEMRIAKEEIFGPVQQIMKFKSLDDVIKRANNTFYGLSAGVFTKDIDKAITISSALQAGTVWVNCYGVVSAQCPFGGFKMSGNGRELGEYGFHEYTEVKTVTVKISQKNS
An asterisk follows results filed as active; ? = inconclusive; . = not tested or not shown; [ ] = another dose, or the depositor's remark. Unless noted, calls come from the whole dose curve; as a rule, active = well fitted curve in the direction sought with a large enough effect; inconclusive = small, poorly fitted or top-dose-only effect, or another doubt; inactive = no such curve, though single readings can be large; an effect the other way counts as inactive or inconclusive. Potency is the fitted concentration of half-maximal effect. Not all compounds are listed; the hit share may differ from the screen's.

| No. | SMILES | SMN2 splice up | HTT cytoprotect | HTT aggregate | ALDH1A1 inh | KDM4E inh | Tau fibril FP | Tau fibril ThT | Tau fluor cs |
| --- | --- | --- | --- | --- | --- | --- | --- | --- | --- |
| 1 | O=c1oc2cc(Oc3c([N+](=O)[O-])cc(C(F)(F)F)cc3[N+](=O)[O-])ccc2c2c1CCCC2 | -22.5% | -15.1% | -18.3% | ? | ? | 4.8% | ? | -29.5% |
| 2 | COc1cc(/C=N/NC(=O)c2cc3ccccc3cc2O)ccc1OCCN1CCCCC1 | 10.8% | . | 20µM* | 1.6% | 1.9% | 3.0% | ? | -27.9% |
| 3 | CCOC(=O)c1sc(N2C(=O)c3oc4ccc(F)cc4c(=O)c3C2c2cccc(OC)c2)nc1C (stereo unspecified) | 7.7% | . | . | . | . | 4.8% | -0.6% | -2.7% |
| 4 | CCOc1ccc(NC(=O)CCS(=O)(=O)c2cccc3nonc23)cc1 | 5.8% | . | . | . | . | -12.9% | -6.6% | -15.8% |
| 5 | Cc1ccc(N=C2CCCN2Cc2ccccc2)c(C#N)c1 | -2.9% | 28.1%[10 µM] | 16.9% | -10.1% | 9.1% | 0.6% | -2.4% | -3.1% |
| 6 | O=C(CCNS(=O)(=O)c1cccc2nonc12)NC1CCCCC1 | 7.5% | -36.8%[inhibitor] | ? | ? | 4.9% | -1.7% | -0.4% | -2.7% |
| 7 | OCCNc1ncnc2c1c(-c1ccccc1)c(-c1ccccc1)n2Cc1ccco1 | -7.1% | -4.9% | 8.0% | ? | ? | -5.4% | ? | -18.7% |
| 8 | O=C(NCc1ccccc1)C1CC2CCCC(C1)C2=O (stereo unspecified) | 10.8% | 2.2% | -12.1% | 8.9% | -3.0% | -8.5% | 2.1% | 4.6% |
| 9 | Cc1nc(-c2cc(C#N)c(Sc3cccc(C(F)(F)F)c3)nc2C)cs1 | . | -1.6%[10 µM] | -12.3%[9.22 µM] | . | 6.6% | 0.4% | 1.0% | -9.4% |
| 10 | COc1ccc(NC(=S)NCCC2=CCCCC2)cc1OC | -0.4% | -21.2% | 1.0% | -7.4% | -3.4% | 1.8% | -3.0% | -14.5% |
| 11 | COCCNC(=O)C(=O)NCC1OCCCN1S(=O)(=O)c1cccs1 (stereo unspecified) | 11.9% | -5.3%[10 µM] | -5.5% | 17.8µM* | 7.9% | -12.5% | 3.9% | -7.1% |
| 12 | N/C(=N\NC(=O)c1cccs1)c1cc2ccccc2oc1=O | -8.1% | 15.7%[10 µM] | -17.0% | 17.4% | -4.5% | -2.2% | ? | -4.0% |
| 13 | CCCCN(CCCNC(=O)c1cc(Nc2ccc(OC)cc2OC)nc2ccccc12)Cc1ccccc1 | -71.4%[inhibitor] | . | . | . | . | 14.7% | ? | 10µM*[quencher] |
| 14 | COc1cccc(NC(=S)NN2CCN(C)CC2)c1 | 1.5% | -21.1% | -1.6% | 10.0% | -0.1% | -5.2% | -10.0% | -4.7% |
| 15 | COc1ccc(-c2noc(CCC(=O)Nc3cc(OC)ccc3OC)n2)cc1 | -23.1% | 6.7% | -7.2%[9.22 µM] | 7.08µM* | -0.3% | 1.2% | ? | ? |
| 16 | COc1ccc(CCNC(=O)NC2CCCCC2)cc1OC | -7.9% | 3.6%[1.9 µM] | -13.3% | 1.5% | 6.0% | 5.2% | -3.4% | -0.5% |
| 17 | S=c1[nH]nc([C@@H]2C[C@H]2c2ccccc2)n1-c1ccccc1 | ? | . | 8.1% | ? | -16.7% | 7.1% | -10.8% | -6.6% |
| 18 | Cc1c(NC(=O)c2cccc(NC(=O)c3ccco3)c2)cccc1C(=O)O | 7.6% | 8.6%[0.074 µM] | -6.0% | ? | -0.8% | 0.8% | -8.3% | -1.6% |
| 19 | O=C(c1ccc(N2CCCCC2)c([N+](=O)[O-])c1)N(Cc1ccccc1)c1ccccn1 | -44.7%[inhibitor] | -28.9% | ? | ? | 8.3% | 7.7% | ? | -14.0% |
| 20 | CCOC(=O)C1=C(c2ccccc2)N=c2s/c(=C\c3cccc(O)c3)c(=O)n2C1c1cccs1 (stereo unspecified) | -11.1% | -37.0% | -4.6% | -3.9% | -27.2% | 12.6µM* | ? | ? |
| 21 | O=C(Cc1cccs1)Nc1cccc(-c2nc3cc4ccccc4cc3[nH]2)c1 | 6.31µM* | . | 25.1µM* | ? | ? | 28.2µM* | ? | 14.1µM*[quencher] |
| 22 | Cc1onc(-c2ccccc2)c1C(=O)NNC(=S)NC(=O)c1ccc(Br)cc1 | -13.5% | 4.8%[10 µM] | ? | ? | ? | 13.8% | -10.9% | -6.3% |
| 23 | O=C(Nc1ccccc1)N(C1=NCCCCS1)c1ccccc1 | 11.5% | -9.2% | ? | 5.5% | 3.3% | -10.1% | -8.7% | -14.5% |
| 24 | Cc1cc(Oc2ccc(=O)n(C)n2)nc(Oc2ccc(=O)n(C)n2)n1 | . | 8.0% | -3.7% | -4.7% | 2.5% | -1.0% | 2.3% | 6.8% |
| 25 | Cc1cnc(N)c2c(=O)oc3ccccc3c12 | 28.2% | -26.9% | -27.3% | ? | ? | -3.9% | -10.5% | -5.2% |
| 26 | O=C1/C(=C/c2ccccc2)Oc2ccccc21 | . | 4.9%[10 µM] | . | -3.3%[13.5 µM] | . | 6.8%[11.6 µM] | -16.7%[11.5 µM] | -9.9%[11.6 µM] |
| 27 | CNc1nnc(-c2cccc(N(C)C)c2)s1 | 14.1µM* | 5.3%[1.9 µM] | -3.9% | ? | ? | -0.6% | ? | -7.2% |
| 28 | Cc1cc(C)n2nc3nc(N4CCCCC4)nc(-c4ccco4)c3c2n1 | 5.8% | 9.5%[10 µM] | 19.8% | ? | 20.1% | 2.1% | ? | -9.1% |
| 29 | N=C1C(c2nc3ccccc3c(=O)[nH]2)=C(O)CN1CCc1ccccc1 | -9.0% | -4.2% | 5.9% | ? | ? | -8.8% | -15.9% | -11.9% |
| 30 | COc1ccccc1CNC(=O)c1nnc(Cc2ccc(Cl)cc2)o1 | -15.3% | 7.8% | 5.8% | -1.7% | 7.8% | 0.4% | -1.4% | -4.9% |
| 31 | CSCCC(NC(=O)c1ccc(Br)cc1)C(=O)O (stereo unspecified) | 9.8% | -22.7% | 4.0% | 4.3% | -2.8% | -11.1% | -0.2% | 3.6% |
| 32 | O=C(Nc1ccc(Br)cc1F)c1cccnc1 | 17.4% | ? | -10.9% | 8.4% | -0.3% | 3.3% | 2.2% | 4.8% |
| 33 | Cc1ccc(NC(=O)c2csnn2)c(C)c1 | 16.0% | -3.0%[1.9 µM] | -4.4% | -2.5% | -1.2% | -15.3% | -14.2% | -14.2% |
| 34 | CNc1cccc2c1C(=O)c1ccccc1C2=O | ? | 12.4%[10 µM] | -3.6% | -3.3% | -8.4% | -3.0% | 8.91µM* | ? |
| 35 | Cc1ccc(/C=C\c2nccc3c2[nH]c2ccccc23)cc1 | ? | -96.5%[inhibitor] | -6.5%[9.22 µM] | ? | ? | -15.3% | ? | 11.2µM*[quencher] |
| 36 | FC(F)(F)c1cc(C(F)(F)F)c2ccc(N3CCN(c4ccccc4)CC3)nc2n1 | -13.4% | 3.3% | 23.5% | 4.4% | 18.1% | -5.8% | ? | -11.2% |
| 37 | Cc1ccc(NC(=S)N(Cc2ccc(Br)cc2)Cc2ccc(C(=O)O)cc2)cc1C | -61.2%[inhibitor] | -22.5% | -17.4% | ? | 0.4% | -1.6% | -17.9% | -17.0% |
| 38 | O=C1CCC(=O)N1CN(Cc1ccco1)CN1C(=O)CCC1=O | 5.6% | -27.3% | ? | 0.2% | 337.0%[activator] | -3.6% | -10.4% | -7.3% |
| 39 | Cc1ccc(Sc2oc(/C=N/n3cnnc3)cc2Br)cc1 | -2.3% | -28.6% | 21.5% | ? | -19.1% | 11.2% | -2.0% | -3.3% |
| 40 | Cc1cccc(CCNC(=O)c2nnc(Cc3ccc(Cl)cc3)o2)c1 | ? | -2.4% | -21.2% | 3.8% | 1.9% | -4.0% | -3.2% | -4.3% |
| 41 | COc1ccc(NC(=O)c2cccc(NC(=O)C3C4CC5OC(=O)C3C5C4)c2)c(OC)c1 (stereo unspecified) | -2.4% | -15.2% | ? | -5.4% | -4.9% | 5.5% | -9.6% | 0.1% |
| 42 | COc1ccc(/C(N)=N/OC(=O)CCCc2ccccc2)cc1OC | 13.4% | -8.5%[10 µM] | -9.9% | 3.2% | 0.3% | 7.9% | -7.2% | -5.2% |
| 43 | CCOC(=O)CN1NC2(CCC(C)CC2)NC1=S (stereo unspecified) | -22.7% | -5.6% | -9.5% | -4.9% | ? | -2.0% | -3.1% | -0.7% |
| 44 | CC(=O)Nc1ccc(S(=O)(=O)N(Cc2ccccc2)c2ccccc2)cc1 | -10.6% | -2.0%[10 µM] | ? | -7.7% | 7.5% | 3.8% | 4.7% | 5.9% |
| 45 | O=C(COC(=O)CCCOc1ccc(Cl)cc1Cl)NCc1ccc(F)cc1 | ? | -4.8%[1.9 µM] | -3.5% | -1.1% | 3.8% | 8.6% | -5.6% | -19.3% |

Two of the compounds above, with values under each structure:
Values run as follows: SMN2 splice up | HTT cytoprotect | HTT aggregate | ALDH1A1 inh | KDM4E inh | Tau fibril FP | Tau fibril ThT | Tau fluor cs
34: CNc1cccc2c1C(=O)c1ccccc1C2=O
 : ? | 12.4%[10 µM] | -3.6% | -3.3% | -8.4% | -3.0% | 8.91µM* | ?
35: Cc1ccc(/C=C\c2nccc3c2[nH]c2ccccc23)cc1
 : ? | -96.5%[inhibitor] | -6.5%[9.22 µM] | ? | ? | -15.3% | ? | 11.2µM*[quencher]

Just Tau fibril ThT, KDM4E inh and SMN2 splice up, for 4 of the compounds above:
item | compound | Tau fibril ThT | KDM4E inh | SMN2 splice up
14 | COc1cccc(NC(=S)NN2CCN(C)CC2)c1 | -10.0% | -0.1% | 1.5%
15 | COc1ccc(-c2noc(CCC(=O)Nc3cc(OC)ccc3OC)n2)cc1 | ? | -0.3% | -23.1%
16 | COc1ccc(CCNC(=O)NC2CCCCC2)cc1OC | -3.4% | 6.0% | -7.9%
17 | S=c1[nH]nc([C@@H]2C[C@H]2c2ccccc2)n1-c1ccccc1 | -10.8% | -16.7% | ?

High-throughput results as filed in PubChem BioAssay.
